GC-B act: human GC-B receptor activators, primary screen, HEK293 GC-B cells, cGMP TR-FRET, EC30 CNP | 0% at EC30 CNP, 100% saturating CNP | activation, % at 10 µM | actives 0.11% (n = 370,000) | AID 1920062, 2024;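 active means activation at 10 µM reaching about 35% in either raw or pattern-adjusted values, limit read from the data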
SIAE inh: human SIAE inhibitors, primary screen, biochemical, fluorescence polarization, FP-Rh probe, 1536-well HTS; Sialate O-acetylesterase (Homo sapiens), Q9HAT2; SIAE FP-Rh probe binding; inhibition, % at 9.66 µM; actives 0.69% (n = 370,000); AID 1053197, 2014;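 active means inhibition above a cutoff: mean of compounds within the control limits plus 3 SD of those, cut at about 17% in these data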;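 further: 0% = plate median of compound wells and 100% = probe without SIAE protein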
TCR CD3 inh: inhibitors of human TCR-CD3 interaction, primary screen, biochemical, fluorescence, TAMRA-labeled TCR probe; AID 651800, 2012; inhibition, % at 9.4 µM; actives 0.37% (n = 360,000); in the data active means inhibition above about 19%;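 further: recombinant mutant TCR 2C K166C tagged with TAMRA read by polarization; 0% = receptor in buffer alone and 100% = receptor with positive control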
UHRF1 binding: UHRF1 methylated DNA binding inhibitors, primary screen, counter-screen for MBD2 inhibitor project, biochemical, TR-FRET, human UHRF1, single concentration | E3 ubiquitin-protein ligase UHRF1 (Homo sapiens), Q96T88 | UHRF1 binding to methylated oligo | inhibition, % at 4.4 µM | actives 0.75% (n = 370,000); in the data active means inhibition above about 21%;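 further: UHRF1 SRA domain binding a hemimethylated CpG hairpin DNA probe; 0% = median of test compound wells and 100% = reference inhibitor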
HTRA1 inh: HTRA1 serine protease inhibitors, primary screen, biochemical, fluorescence polarization, HTS; actives 0.5% (n = 340,000); Q92743; recombinant HTRA1, FP-rhodamine activity-based probe; inhibition, % at 5.96 µM; in the data active means inhibition above about 36%;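 further: 0% = enzyme with DMSO and 100% = wells lacking enzyme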
Target sequence (Q92743 whole entry, looked up): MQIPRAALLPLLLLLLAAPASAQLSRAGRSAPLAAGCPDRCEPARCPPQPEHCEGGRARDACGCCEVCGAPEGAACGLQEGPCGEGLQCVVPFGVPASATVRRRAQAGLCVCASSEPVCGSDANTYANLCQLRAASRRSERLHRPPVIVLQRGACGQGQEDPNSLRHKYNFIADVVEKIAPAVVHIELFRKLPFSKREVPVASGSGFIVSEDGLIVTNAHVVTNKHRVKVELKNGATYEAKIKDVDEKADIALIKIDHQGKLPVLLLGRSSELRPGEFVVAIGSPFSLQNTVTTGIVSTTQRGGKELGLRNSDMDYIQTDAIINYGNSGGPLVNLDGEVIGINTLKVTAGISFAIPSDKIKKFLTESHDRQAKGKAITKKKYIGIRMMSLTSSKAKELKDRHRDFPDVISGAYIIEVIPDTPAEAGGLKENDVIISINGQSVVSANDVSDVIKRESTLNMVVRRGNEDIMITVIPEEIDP
PRMT1 inh: PRMT1 methyltransferase inhibitors, primary screen, biochemical, fluorescence polarization; inhibition, % at 2.79 µM; recombinant PRMT1, activity-based probe fluorescence polarization; AID 652257, 2013; actives 1.3% (n = 370,000);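 active means inhibition above about 21% made by adding two undisclosed values, limit read from the data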
Target sequence (Q99873 whole entry, looked up): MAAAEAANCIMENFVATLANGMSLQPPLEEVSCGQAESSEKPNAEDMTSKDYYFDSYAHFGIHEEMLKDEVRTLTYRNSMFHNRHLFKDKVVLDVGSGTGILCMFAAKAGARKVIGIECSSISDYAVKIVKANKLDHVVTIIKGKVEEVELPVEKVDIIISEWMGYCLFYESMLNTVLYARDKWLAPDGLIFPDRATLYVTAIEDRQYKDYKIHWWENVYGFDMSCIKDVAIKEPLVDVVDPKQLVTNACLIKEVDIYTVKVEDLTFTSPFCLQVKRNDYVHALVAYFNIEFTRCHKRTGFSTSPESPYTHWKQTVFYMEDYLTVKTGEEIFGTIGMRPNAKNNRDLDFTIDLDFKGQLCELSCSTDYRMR
GC-A act: GC-A stimulated cGMP production enhancers – HEK293 GC-A cells, cGMP TR-FRET, EC30 ANP, primary screen; Atrial natriuretic peptide receptor 1 (Homo sapiens), P16066; 0% at EC30 ANP, 100% saturating ANP; activation, % at 10 µM; actives 0.14% (n = 370,000); AID 1671463, 2021; in the data active means activation above about 40%
MBD2 inh: inhibitors of MBD2 binding to methylated DNA, primary screen, biochemical, TR-FRET, DNA-binding domain, human | MBD2 binding to methylated oligonucleotide | inhibition, % at 4.4 µM | actives 0.31% (n = 370,000); in the data active means inhibition above about 13%
mABHD4 FP: ABHD4 inhibitors, primary screen, biochemical, fluorescence polarization, mouse. actives 0.54% (n = 370,000). purified mABHD4, FP-Rh probe fluorescence polarization. inhibition, % at 8.92 µM. AID 720543, 2013;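 active means inhibition exceeding the mean over every tested compound plus 3 SD, cut at about 30% in these data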;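 further: 0% = plate median of compound wells and 100% = S159A mutant with DMSO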
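assay system = mABHD4 protein | compound dosing = single nominal dose of 8.92 µM, 0.89% DMSO final | read-out basis = percent inhibition of probe binding, normalized to plate controls | schedule = Enzyme–compound pre-incubation 45 min, then probe 60 min, both 25 °C | detection = fluorescence polarization, excitation 525 nm, emission 598 nm, BODIPY TMR filters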
rCAG RNA binder: binders of r(CAG) RNA repeats, primary screen, biochemical, fluorescence; r(CAG) RNA repeat, TO-PRO-1 dye displacement fluorescence; inhibition, % at 3 µM; actives 1.3% (n = 370,000);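 active means inhibition above the plate cutoff, the mean of all test compounds on that plate plus 3 SD, cut at about 35% in these data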;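 further: 0% = DMSO alone and 100% = 100 µM mitoxantrone as full dye displacement; higher means more dye released from RNA so lower well fluorescence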
* hit, by the source's call; . = not tested or not shown. Only part of the results is shown; rates above refer to the full screens.

smiles,GC-B act,SIAE inh,TCR CD3 inh,UHRF1 binding,HTRA1 inh,PRMT1 inh,GC-A act,MBD2 inh,mABHD4 FP,rCAG RNA binder
O=C(COC(=O)C1(c2ccccc2F)CCCC1)NC1CCS(=O)(=O)C1 (stereo unspecified),2,3,3,0,-2,-1,6,-2,-1,1
Cc1n[nH]c(=S)n(NC(=O)/C=C/C(=O)Nn2c(=S)[nH]nc(C)c2=O)c1=O,-2,-5,18,41*,17,29*,4,15*,38*,17
Cc1ccc(N2CC(C(=O)N/N=C/c3cccc([N+](=O)[O-])c3)CC2=O)cc1 (stereo unspecified),-1,5,-1,-2,1,-2,4,-5,7,-2
O=S(=O)(c1ccc(-c2nnc(SCc3nnc(-c4ccccc4)o3)o2)cc1)N1CCCC1,2,-2,8,0,14,-2,-2,5,0,-1
O=C(O)C(Cc1ccc(O)cc1)N1C(=O)C2CCCCC2C1=O (stereo unspecified),4,9,-8,-4,2,0,4,1,1,0
Cc1cccc(NC(=O)c2cccc(C(F)(F)F)c2)c1,7,-8,3,1,-11,1,-2,3,-7,-2
C[C@@H]1CN([C@@H](C)CO)C(=O)c2cc(Br)cnc2O[C@@H]1CN(C)C(=O)Nc1ccc(F)cc1,0,-1,-9,4,8,-1,3,-1,-6,1
CCOC(=O)c1c(-c2ccccc2)c[nH]c1C,7,2,1,1,0,3,0,2,1,4
Cc1ccccc1-c1nc(-c2ccc(NC(=O)c3ccc(Br)o3)cc2)no1,1,-28,0,2,-6,0,-1,2,-11,2
O=C(CSc1ncc(-c2ccc(F)cc2)[nH]1)Nc1cccc(O)c1,-12,5,-7,2,-13,7,1,3,8,2
CCOC(=O)c1cc(-c2ccccc2)n(CC(=O)Nc2cccc(OC)c2)c1C,2,-3,-7,2,-5,-3,-3,-2,-4,-1
O=C(Nc1ccon1)c1ccc(N2CCCCC2)c([N+](=O)[O-])c1,1,-8,6,-7,3,1,-1,0,5,3
O=C(CSc1nc(O)c(C2CCCCC2)c(=O)[nH]1)NCC1CCCO1 (stereo unspecified),1,17*,-4,-3,6,0,3,1,7,-3
COc1ccc(-n2c(Cc3cccn3C)nnc2SCC(=O)Nc2ccc(C(C)=O)cc2)cc1,-3,-1,-4,-2,-6,2,-5,-1,-3,6
CCOC(=O)C1(Cc2cccc(F)c2)CCN(Cc2ccon2)CC1,-2,0,8,-1,.,-1,-4,0,0,-9
COC(=O)c1ccc(C(=O)Nc2ccc(F)cc2)cc1,1,-2,3,-3,-3,-1,-1,-2,-3,3
CC(=O)NCC1CCCN(Cc2cn(-c3ccccc3F)nc2-c2cc(C)sc2C)C1 (stereo unspecified),-1,-3,8,-1,1,-4,-2,3,2,-5
Cc1nnn(C23CC4CC(CC(C4)C2)C3)n1,-1,8,5,-1,0,-3,4,3,1,2
Cc1cc2c(s1)c1cnn(CC(=O)NCCc3ccccc3)c(=O)c1n2C,0,-35,2,0,.,-2,-3,-3,0,-4
CC(=O)c1cccc(NC(=O)NCc2ccco2)c1,5,-5,-1,-2,-11,2,4,1,3,2
C=CCSc1nnc(NC(=O)c2ccc(NC(C)=O)cc2)s1,6,-7,-8,-1,0,-7,1,-1,0,5
CC1(C)CC(=O)C/C(=N/NC(=O)COc2ccc3ccccc3c2Br)C1,-3,-4,-12,-1,-6,-1,-3,-1,-8,8
NC(=O)C1CCN(C(=O)CCNS(=O)(=O)c2cc(Br)cnc2N)CC1,-1,0,9,0,6,0,0,0,-6,1
Cc1cc(OCCCn2ccnc2)cc(C)c1Cl,-2,-4,-1,1,2,2,6,2,6,0
C/C(=N\NC(=O)c1cc(-c2ccc(C)s2)nc2ccccc12)c1cccnc1,-3,-5,-4,-3,-40,1,4,7,-23,11
Cc1nn(Cc2nnc(SCC(=O)Nc3cccc(C(F)(F)F)c3)n2C)c(C)c1[N+](=O)[O-],-4,1,12,41*,.,-1,-4,0,4,-1
CCOC(=O)CNC(=O)C12CC3CC(CC(C3)C1)C2,-2,0,-6,1,4,3,5,3,2,-4
Cc1c(Cl)cccc1NC(=O)C1CC(=O)N(C2CCCC2)C1 (stereo unspecified),1,0,3,0,-1,3,1,4,-6,1
O=C(Cn1ncc2c([nH]c3ccccc32)c1=O)N1CCN(c2ccc(F)cc2)CC1,4,-2,7,4,-2,1,1,-2,2,2
CCCC(=O)Nc1sc(Cc2ccccc2)c(C)c1C(N)=O,8,3,-4,2,-2,23*,5,3,-6,3
COc1ccc(N(C)S(=O)(=O)c2cccc(C(=O)NC3CCCCC3C)c2)cc1 (stereo unspecified),-5,-1,4,0,-10,-1,-4,0,-12,-6
CCCN1CCN(CCCNC(=O)c2ccc3c(c2)NC(=O)c2ccccc2S3)CC1,-2,-5,6,-3,-4,0,1,1,8,-4
COc1ccc(CCN=c2c([N+](=O)[O-])nn(-c3cccc(C)c3)n2O)cc1OC,0,5,4,-1,3,2,-4,-2,1,-9
CN(CC1CCCO1)S(=O)(=O)c1ccc(C(=O)Nc2ccc3c(c2)OCO3)cc1 (stereo unspecified),0,-3,-5,-3,-1,2,3,1,-7,2
COc1ccc(NS(=O)(=O)c2ccc(O)c(C(=O)OCC(=O)N3CCCCC3)c2)cc1,2,10,-2,14,-7,4,1,2,7,2
CCN(CC)C(=O)Cn1cnc2ccccc2c1=O,5,6,-1,1,6,2,3,2,-3,3
Cc1cc(C(=O)NC(C)C2CCCO2)no1 (stereo unspecified),-2,11,1,-1,1,-1,-3,3,-3,-1
O=C(CCNC(=O)c1ccccc1Cl)Nc1nc2ccccc2s1,-5,9,-6,0,1,-1,0,-3,-2,0
Cc1cccc(C)c1NC(=O)c1ccc(OCc2c(C)noc2C)cc1,0,3,-2,3,-7,2,1,2,-3,-1
CSCCC(NS(=O)(=O)c1ccc2c(c1)OCCO2)C(=O)N(C)Cc1ccc(C)cc1 (stereo unspecified),-1,-5,5,0,-7,13,-2,-2,-2,-6
COc1c(C)cccc1C(=O)Nc1cc(Cl)ccc1N1CCOCC1,-3,3,5,-1,-35,0,-8,1,-8,2
O=C(CCN1C(=O)C2C3C=CC(C3)C2C1=O)Nc1c(F)cc(F)cc1Br (stereo unspecified),4,-2,3,-3,2,-1,1,-5,-1,-4
O=C(CSc1cccc[n+]1[O-])c1ccc(Cl)cc1,-1,7,10,0,4,-3,-1,-3,-5,-1
CCN(CC)C(=O)c1ccccc1NC(=O)c1ccccc1,1,-1,2,2,-6,4,1,3,2,-1
COC(=O)c1ccc(COc2ccc3c(C)c(C)c(=O)oc3c2)o1,3,-2,2,-1,5,-1,6,0,-2,0
O=c1[nH]c(COc2ccccc2)nc2ccccc12,-4,3,4,4,-2,0,-5,0,-5,-2
O=C1C=C(c2ccc3c(c2)OCO3)C[C@@H](c2ccc(F)cc2)C1,5,-1,3,4,1,-1,-1,-1,0,2
O=C(NCc1ccccc1)NC(O)C(Cl)(Cl)Cl (stereo unspecified),3,-1,2,-1,1,2,4,0,1,2

Individual results from the list:
TCR CD3 inh with `O=C(O)C(Cc1ccc(O)cc1)N1C(=O)C2CCCCC2C1=O` (stereo unspecified) → -8
PRMT1 inh with `Cc1cc(OCCCn2ccnc2)cc(C)c1Cl` → 2
GC-A act with `CC(=O)NCC1CCCN(Cc2cn(-c3ccccc3F)nc2-c2cc(C)sc2C)C1` (stereo unspecified) → -2

Shown as a hit in PRMT1 inh, of those listed so far:
| compound | GC-B act | SIAE inh | TCR CD3 inh | HTRA1 inh | PRMT1 inh | GC-A act | MBD2 inh |
| --- | --- | --- | --- | --- | --- | --- | --- |
| Cc1n[nH]c(=S)n(NC(=O)/C=C/C(=O)Nn2c(=S)[nH]nc(C)c2=O)c1=O | -2 | -5 | 18 | 17 | 29* | 4 | 15* |
| CCCC(=O)Nc1sc(Cc2ccccc2)c(C)c1C(N)=O | 8 | 3 | -4 | -2 | 23* | 5 | 3 |

(cont.)
smiles,GC-B act,SIAE inh,TCR CD3 inh,UHRF1 binding,HTRA1 inh,PRMT1 inh,GC-A act,MBD2 inh,mABHD4 FP,rCAG RNA binder
Cc1ccc(C2c3[nH]c4ccccc4c3C[C@H]3C(=O)N(c4ccccc4C(=O)NCCN4CCOCC4)C(=O)N23)cc1 (stereo partly specified),16,-5,2,-1,0,-3,7,-4,1,1
COc1ccc(C2/C=C\CN(S(=O)(=O)c3ccc(C)cc3)CC(=O)N2Cc2ccc(F)cc2)cc1 (stereo unspecified),1,0,-4,0,-28,0,-2,4,0,2
O=C(NCC1(O)CCCCC1)C1CCC(=O)N(CCc2ccccc2)C1 (stereo unspecified),0,4,-2,6,-1,-4,-1,2,-7,-3
COc1ccc(-c2noc(CCC(=O)N3CCN(c4ccccc4Br)CC3)n2)cc1,2,-4,-5,1,-26,-2,0,0,-7,2
Cc1nn(-c2ccc(F)cc2)c2sc(C(=O)OCC(=O)N3CCC(C)CC3)cc12,-3,-1,-1,0,-4,-1,7,4,2,-1
CCC1(C)Cc2c(sc3c2c(=O)n(C)c2nnc(SCCc4ccccc4)n32)CO1 (stereo unspecified),-5,2,7,2,-1,-1,-1,-1,13,4

Source: PubChem BioAssay
